High-throughput results deposited in PubChem BioAssay by several laboratories.
TRPC6 act: mouse TRPC6 channel activators, primary screen, cell-based, HEK293, membrane potential dye | Short transient receptor potential channel 6 (Mus musculus), Q61143 | HEK293-TRPC6 membrane potential dye fluorescence; active compounds read high | B-score at 10 µM | actives 0.13% (n = 310,000) | AID 2550, 2010;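 active = B-score of the integrated fluorescence ratio above library mean plus 3 SD, and starting fluorescence ratio within library mean plus 5 SD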;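 also: higher score means more depolarization so channel activation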
SKKanGAS inh: S. pyogenes SKKanGAS growth inhibitors in kanamycin, primary screen, streptokinase expression inhibitor project, SKKanGAS strain, BacTiter-Glo luminescence; 6 h; inhibition, % at 7.5 µM; actives 1.3% (n = 300,000); AID 1662, 2009;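 active = mean replicate score, as percent of positive control median, at least 50; inconclusive = mean below 50 but one replicate at or above 50; inactive = mean and every replicate below 50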;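 also: strain carries kanamycin resistance gene driven by streptokinase promoter and grows in 40 µg/ml kanamycin; loss of luminescence reflects streptokinase promoter inhibition or plain growth inhibition; 0% = median of DMSO wells and 100% = positive control at its reference dose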
ANO1 block: TMEM16A chloride channel inhibitors, primary screen, cell-based, HTS; HEK293 TMEM16A/YFP iodide influx fluorescence, ionomycin; actives 1.2% (n = 310,000); normalized B-score (activity score, 25-100; higher = stronger inhibition) at 10 µM; Anoctamin-1 (Mus musculus), Q8BHY3;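 active = ratio plate-corrected score three or more library SD toward inhibition, starting fluorescence score within five deviations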;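 also: score derived from kinetic fluorescence span divided by baseline fluorescence per well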
MrgX1 antagonist: antagonists of human MrgX1 receptor, primary screen, HEK293 cells, Fluo-4 calcium flux; Mas-related G-protein coupled receptor member X1 (Homo sapiens), Q96LB2; BAM8-22 antagonism; active compounds read low; B-score at 10 µM; actives 1.3% (n = 310,000);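 active = calcium-response B-score plate-corrected more than 3 library SD below zero, starting fluorescence within 5 deviations, no agonist response on first addition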;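 also: peak minus trough fluorescence over baseline after final BAM8-22 challenge near maximal dose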
Target sequence (Q96LB2 whole entry, looked up): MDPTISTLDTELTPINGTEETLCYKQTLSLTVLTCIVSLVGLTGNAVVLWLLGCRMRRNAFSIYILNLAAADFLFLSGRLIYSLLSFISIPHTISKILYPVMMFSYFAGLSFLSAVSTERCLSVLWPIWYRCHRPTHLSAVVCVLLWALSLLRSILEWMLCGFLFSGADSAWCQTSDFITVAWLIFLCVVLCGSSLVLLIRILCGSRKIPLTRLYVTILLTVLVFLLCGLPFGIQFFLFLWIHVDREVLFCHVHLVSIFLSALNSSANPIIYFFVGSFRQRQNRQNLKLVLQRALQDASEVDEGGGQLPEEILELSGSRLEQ
TMEM16A act: TMEM16A chloride channel activators or potentiators, primary screen, cell-based, HTS; Anoctamin-1 (Mus musculus), Q8BHY3; HEK293 TMEM16A/YFP-H148Q/I152L, iodide quench fluorescence; active compounds read low; B-score at 10 µM; actives 0.3% (n = 340,000); AID 623877, 2012;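 active = fluorescence-ratio B-score plate-corrected deviation score at least 3 library SD below zero, with starting fluorescence score within 5 deviations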;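 also: channel opened by trigger with iodide after compound preincubation; score built on the fluorescence ratio of max minus min over baseline; more negative score means more quench and so TMEM16A activation or potentiation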
MrgX1 allo act: positive allosteric modulators of MrgX1, primary screen, HEK293 cells, Fluo-4 calcium flux | Mas-related G-protein coupled receptor member X1 (Homo sapiens), Q96LB2 | B-score at 10 µM | actives 0.63% (n = 310,000) | FDSS; active compounds read high | AID 588675, 2011;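 active = plate-corrected calcium response at least 3 library SD above typical, normal starting fluorescence, not activating the receptor alone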;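 also: compound read alongside a low EC10 to EC30 dose of BAM8-22 agonist; peak minus trough fluorescence over baseline measured at the second addition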
HDAC3 inh: HDAC3 deacetylase inhibitors, primary screen, biochemical, fluorescence, cell-free homogeneous | recombinant HDAC3, fluorogenic peptide/trypsin coupled | Histone deacetylase 3 (Homo sapiens), O15379 | inhibition, % at 8.3 µM | AID 2718, 2010 | actives 0.15% (n = 320,000); in the data active = inhibition above about 26%, passing the limit was not always enough; inconclusive = no clear call, values can overlap the other calls
Target sequence (O15379 whole entry, looked up): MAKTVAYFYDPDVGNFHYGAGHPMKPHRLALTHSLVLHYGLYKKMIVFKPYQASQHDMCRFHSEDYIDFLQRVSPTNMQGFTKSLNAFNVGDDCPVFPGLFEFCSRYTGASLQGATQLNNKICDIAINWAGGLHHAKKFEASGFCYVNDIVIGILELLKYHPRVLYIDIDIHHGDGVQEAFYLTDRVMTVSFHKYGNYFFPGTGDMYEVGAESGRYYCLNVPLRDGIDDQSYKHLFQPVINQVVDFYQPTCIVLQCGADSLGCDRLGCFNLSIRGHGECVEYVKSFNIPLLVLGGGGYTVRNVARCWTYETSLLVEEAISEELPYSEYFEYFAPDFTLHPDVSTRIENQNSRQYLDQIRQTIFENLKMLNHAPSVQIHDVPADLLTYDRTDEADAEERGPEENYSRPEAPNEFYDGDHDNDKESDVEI
RGS4 pot: RGS4 potentiators or activators, primary screen, cell-based, HEK293 M3R inducible RGS4, calcium flux | carbachol calcium flux Fluo4; active compounds read low | B-score at 10 µM | actives 0.92% (n = 310,000);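 active = B-score of the integrated calcium signal more than 4 SD below the library mean, with starting fluorescence not abnormally high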;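 also: negative B-score means reduced calcium response which marks RGS4 activation or potentiation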
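Assay system: HEK293 FlpIn-TREx cells, stable M3R, doxycycline-inducible RGS4 / Probe or stimulus: carbachol, ECmax concentration / Times: overnight RGS4 induction, 30 min dye load 37 °C, 20 min compound RT / Signal: kinetic calcium fluorescence imaging with Fluo4-AM dye, 2 µM / Measure: Agonist-evoked peak-minus-minimum fluorescence over baseline, integrated ratio, B score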
RGS4 block: RGS4 inhibitors, primary screen, cell-based, HEK293 M3R inducible RGS4, calcium flux. Regulator of G-protein signaling 4 (Homo sapiens), P49798. Fluo-4 calcium flux; active compounds read high; triggered by carbachol at its EC20. B-score at 10 µM. actives 0.45% (n = 310,000). AID 463165, 2010;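 active = B-score, a plate-corrected calcium signal, over three deviations above library mean, with baseline fluorescence within five deviations of library mean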;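 also: RGS4 expression induced by doxycycline in cells with stable M3 receptor; B-score is computed from the integrated fluorescence ratio over baseline after carbachol; higher B-score means a larger calcium signal and so more RGS4 inhibition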
Target sequence (P49798 whole entry, looked up): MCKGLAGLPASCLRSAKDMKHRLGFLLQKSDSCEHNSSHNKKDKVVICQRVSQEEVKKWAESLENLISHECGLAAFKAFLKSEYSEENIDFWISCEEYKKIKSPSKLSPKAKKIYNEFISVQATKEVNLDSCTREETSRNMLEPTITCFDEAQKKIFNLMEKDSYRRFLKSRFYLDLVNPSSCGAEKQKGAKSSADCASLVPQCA
TRPC6 inhibitor: mouse TRPC6 channel inhibitors, primary screen, cell-based, HEK293, membrane potential dye; Short transient receptor potential channel 6 (Mus musculus), Q61143; ACh-evoked depolarization; active compounds read low; B-score at 10 µM; actives 1.1% (n = 310,000);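 active = B-score under library mean minus 3 SD, initial fluorescence not abnormally high, positive integrated signal ratio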;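 also: B-score derived from integrated fluorescence ratio over the kinetic read; more negative B-score means stronger inhibition of depolarization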
MrgX1 ag: agonists of human MrgX1 receptor, primary screen, HEK293 cells, Fluo-4 calcium flux | actives 0.44% (n = 310,000) | B-score at 10 µM | Fluo-4 calcium fluorescence, agonist mode; active compounds read high;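 active = calcium response B-score plate-corrected fluorescence ratio at least 3 library SD, with starting fluorescence B-score inside 5 SD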
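System – MrgX1-expressing HEK293 cells · Incubation – cells plated overnight, dye loaded 0.5 h 37 °C, 0.5 h room temperature · Technique – kinetic Fluo-4 NW fluorescence of intracellular calcium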
* marks the source's active call; other numbers are inactive results; i = inactive; ? = inconclusive; . = not tested or not shown.

SMILES	TRPC6 act	SKKanGAS inh	ANO1 block	MrgX1 antagonist	TMEM16A act	MrgX1 allo act	HDAC3 inh	RGS4 pot	RGS4 block	TRPC6 inhibitor	MrgX1 ag
CCNC(=O)COc1ccc(OCc2ccccc2)cc1	i	-2	i	i	i	i	0	i	i	i	i
Cc1ccc2[nH]c(=O)c(C(c3nnnn3CCc3ccccc3)N3CCOCC3)cc2c1 (stereo unspecified)	i	-6	i	i	i	i	-1	i	i	i	i
CC1CN(C(=O)COC(=O)c2ccc(O)cc2)CC(C)O1 (stereo unspecified)	i	1	i	i	i	i	-5	i	i	i	i
O=C(COc1ccc(Cl)cc1)N1CCCCC1	i	1	i	i	i	i	-1	i	i	i	i
CCOC(=O)c1c(CN2CCCCC2)n(C)c2cc(Br)c(O)c(CN(C)C)c12	i	-3	i	i	i	i	5	i	i	-7.1*	i
CCOC(=O)C1CCN(C(=O)NC23CC4CC(CC(C4)C2)C3)CC1	i	-5	i	i	i	i	0	i	i	i	i
CCc1cc(-c2n[nH]c(=S)n2C(C)c2ccccc2)cs1 (stereo unspecified)	i	-7	i	i	i	i	-2	i	i	i	i
S=c1[nH]c2ccccc2o1	i	1	i	i	i	i	2	i	i	i	i
CC1CCCN(S(=O)(=O)c2ccc(NC(=O)Cc3ccc(S(=O)(=O)N4CCOCC4)s3)cc2)C1 (stereo unspecified)	i	10	i	i	i	i	2	i	i	i	i
COc1ccc(/C=C2\SC(=S)N(NS(=O)(=O)c3ccc(C)cc3)C2=O)c(OC)c1	i	21	25*	i	i	i	13	-8.2*	i	i	i
Cc1ccc(-c2csc3ncnc(Nc4ccc(C(=O)O)cc4)c23)cc1	i	40	i	i	i	i	8	i	i	i	i
COc1ccc(C)cc1NC(=O)Nc1cccc(C)c1	i	-13	i	i	i	i	0	i	i	i	i
COCCCNc1cc(C)nc2ccccc12	i	7	i	i	i	i	4	i	i	-7.4*	i
Cc1cc(Cl)c(S(=O)(=O)Nc2ccc3c(c2)OCCO3)cc1OCC(N)=O	i	15	i	i	.	i	8	i	i	i	i
Cn1c(Cl)c(/C=N/OC(=O)c2ccccc2Cl)c2ccccc21	i	-10	i	i	i	i	-8	i	i	i	i
C[C@H](Nc1ccc(C(F)(F)F)cc1[N+](=O)[O-])C(=O)O	i	-8	i	i	i	i	1	i	i	i	i
CCOC(=O)CN(C(=O)Cn1nnc(-c2ccc(C)cc2)n1)C(CC)C(=O)NC1CCCC1 (stereo unspecified)	i	10	i	i	i	i	-4	i	i	i	i
COc1ccc(OC)c(NC(=O)C2CCCN(S(=O)(=O)c3cccc4cccnc34)C2)c1 (stereo unspecified)	i	-9	i	i	i	i	-1	i	i	i	i
CCOc1cc(N2C(=O)CC3CS(=O)(=O)CC32)c(OCC)cc1NC(=O)c1ccccc1 (stereo unspecified)	i	7	i	i	i	i	-4	i	i	i	i
CCCCn1c(N)c(N(CCOC)C(=O)COC(=O)CCOc2ccccc2)c(=O)[nH]c1=O	i	-13	i	i	i	i	-7	i	i	i	i
CC(C)(C)C(=O)O/N=C1/C(=O)N(c2ccccc2)c2ccccc21	i	-7	i	i	i	i	3	i	i	i	i
COc1ccc(CN2C(=O)CS(=O)CC2=O)cc1OC	i	7	i	i	i	i	2	i	i	i	i
Cc1ccc(C)c(NC(=O)CCN2CCOCC2)c1	i	0	i	i	i	i	3	i	i	i	i
Cc1ccc(C(=O)Nc2nnc(C)s2)cc1	i	-2	i	i	i	i	-3	i	i	i	i
Cc1cccc(N2CN=C3SCC(=O)N3C2)c1	i	5	i	i	i	i	10	i	i	i	i
CCOc1cc(/C=N/NC(=O)C(N)=O)cc(Br)c1O	i	4	i	i	i	i	5	i	i	i	i
CS(=O)(=O)N1CCN(c2ccc(NC(=O)c3ccc(-c4ccc(Cl)cc4)o3)cc2)CC1	i	1	i	i	i	i	1	i	i	i	i
Cc1ccc(OCCC(=O)OCC(=O)C(C)(C)C)cc1	i	2	i	i	i	i	-2	i	i	i	i
COc1ccc(CN2CCNC(=O)C2CC(=O)NCCC2=CCCCC2)cc1OC (stereo unspecified)	i	9	i	i	i	i	1	i	i	i	i
COc1ccc(C(=O)Nc2cc(C)nn2-c2ccc(F)cc2)cc1	i	-3	i	i	i	i	-1	i	i	i	i
OCC1(Cc2ccccc2C(F)(F)F)CCN(Cc2ccccc2)CC1	i	1	i	i	i	i	1	i	i	i	i
Cc1cccc(CSc2ncnc3c2cnn3Cc2ccccc2)c1	i	76*	i	i	i	i	5	i	i	i	i
O=C(O)CCCNC(=O)c1nn(Cc2ccccc2)c(=O)c2ccccc12	i	1	i	i	i	i	0	i	i	i	i
O=C(COc1ccc(F)cc1)Nc1cc(S(=O)(=O)N2CCCCC2)ccc1N1CCCCC1	i	-8	i	i	i	i	8	i	i	i	i
COc1ccccc1C(=O)n1nc(-c2ccco2)nc1N	i	1	i	i	i	i	13	i	i	i	i
O=C(Nc1ccccc1)c1ccc(Cn2cc(C(F)(F)F)ccc2=O)cc1	i	-1	i	i	i	i	-5	i	i	i	i
CCCn1c(N)c(N2CCCCC2)c(=O)n(CC(=O)Nc2ccccc2)c1=O	i	1	i	i	i	i	6	i	i	i	i
COc1ccc(NC(=O)CCN2C(=O)c3ccccc3C2=O)cc1	i	-2	i	i	i	i	0	i	i	i	i
CCC1(C)Nc2ccccc2C(=O)N1O (stereo unspecified)	i	3	i	i	i	i	-9	i	i	i	i
Cc1ccc(C)c(S(=O)(=O)N2CCN(C(=O)c3cc(S(=O)(=O)NCc4ccccc4)ccc3C)CC2)c1	i	32	i	i	i	i	2	i	i	i	i
O=C(Cn1cc(/C=N/NC(=O)c2ccccc2Br)c2ccccc21)Nc1ccc(F)cc1	i	9	i	i	i	i	21	i	i	i	i
CC(C)=CCc1c(O)c(CC=C(C)C)c2c(c1O)C(=O)CC(c1ccc(O)cc1)O2 (stereo unspecified)	i	102*	i	i	i	i	8	i	i	i	i
CN1CCC(=NNC(=O)C(=O)Nc2ccccc2)CC1	i	3	i	i	i	i	-1	i	i	i	i
C=CCN(CC=C)C(=S)NC(=O)c1ccc(OC)cc1	i	11	i	i	i	i	-2	i	i	i	i
CN1CCN(C(=O)c2ccc3c(c2)N(Cc2cccc(Cl)c2)C(=O)c2ccccc2S3(=O)=O)CC1	i	-2	i	i	i	i	2	i	i	i	i
NS(=O)(=O)c1ccc(NC(=S)NCc2cccs2)cc1	i	-3	i	i	i	i	2	i	i	i	i
CCc1cccc(NC(=O)C2CCN(S(=O)(=O)c3ccc4c(c3)NC(=O)CO4)CC2)c1	i	-10	i	i	i	i	-1	i	i	i	i
NC1=NC(c2cn[nH]c2-c2ccc(F)cc2)n2c(nc3ccccc32)N1 (stereo unspecified)	i	-3	i	i	.	i	-4	i	i	i	i
CCNc1nc(Cl)nc(NNC(=O)C(C)Oc2ccccc2)n1 (stereo unspecified)	i	2	i	i	i	i	0	i	i	i	i
COc1ccc(CCNC(=O)c2ccn[nH]2)cc1OC	i	1	i	i	i	i	-1	i	i	i	i
N#Cc1cc(S(=O)(=O)c2ccc(Cl)cc2)c(N)[nH]c1=O	i	2	i	i	i	i	-16	i	i	i	i
COc1ccc(-c2cc(C(=O)Nc3ccc(Cl)cc3Cl)c3ccccc3n2)cc1OC	i	14	i	i	i	i	3	i	i	i	i
COC(=O)c1[nH]c2cccc(C)c2c1NC(=O)CN1CCCc2ccccc21	i	0	i	i	i	i	1	i	i	i	i
COc1cc(C2C(C#N)=C(SC)NC3=C2C(=O)CCC3)ccc1O (stereo unspecified)	i	-3	i	i	i	i	10	i	i	i	i
COc1ccc(-c2cc(-c3nnc(COC(=O)C4CC4)o3)c3ccccc3n2)cc1OC	i	17	i	i	i	i	6	i	i	i	i
CCNC(=O)COC(=O)/C=C/c1cccs1	i	-2	i	i	i	i	6	i	i	i	i
COCc1nnc(NC(=O)CC(C)c2ccccc2)s1 (stereo unspecified)	i	2	i	i	i	i	-3	i	i	i	i
CC(C)CC1C(C#N)=C(N)Oc2n[nH]c(-c3ccccc3)c21 (stereo unspecified)	i	-2	i	i	i	i	6	i	i	i	i
O=C1CSC(=S)N1/N=C/c1cc(Br)c(O)c(Br)c1	i	10	i	i	i	i	-6	i	i	i	i
Cc1nc2sc(C(c3cccs3)N3CCN(c4ccccc4)CC3)c(O)n2n1 (stereo unspecified)	i	-6	i	i	i	i	.	i	i	i	i
Additional records follow.
SMILES	TRPC6 act	SKKanGAS inh	ANO1 block	MrgX1 antagonist	TMEM16A act	MrgX1 allo act	HDAC3 inh	RGS4 pot	RGS4 block	TRPC6 inhibitor	MrgX1 ag
CSCC[C@H](NC(=O)N1CCn2c1nc1ccccc12)C(=O)NCc1ccco1	i	-5	i	i	i	i	13	i	i	i	i
CCc1nc(SCC(=O)N2CCCC2)c2c(=O)n(C)c(=O)n(C)c2n1	i	0	i	i	i	i	.	i	i	i	i
Fc1ccc(Nc2nnns2)cc1	i	3	i	i	i	i	1	i	i	i	i
O=C1CC(SC(=NCc2ccc3c(c2)OCO3)Nc2ccccc2)C(=O)N1 (stereo unspecified)	i	3	i	i	i	i	-3	i	i	i	i
CN(C)/C=C/c1onc(-c2c(F)cccc2Cl)c1C#N	i	10	i	i	i	i	?	i	i	i	i
CCN(CC(=O)Nc1c(F)cccc1F)C(=O)CCc1nc2ccccc2c(=O)[nH]1	i	-5	i	i	i	i	2	i	i	i	i
